12-LOX inh – Primary qHTS assay for inhibitors of human arachidonate 12S-lipoxygenase (ALOX12): Round 2; Polyunsaturated fatty acid lipoxygenase ALOX12 (Homo sapiens), P18054; purified 12hLO, xylenol orange hydroperoxide absorbance; Potency, µM (highest dose often 108 µM), for the others: at the top dose activity change, negative = inhibition, actives largely listed as inhibitors; actives 1.1% (n = 580,000); also: % is scaled to controls: 0 for no effect and ±100 for the full control effect
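Hydroperoxide product was detected by ferrous iron/xylenol orange as the 573 to 405 nm absorbance ratio. Arachidonic acid at 40 uM (final) was turned over for 30 min at room temperature by 150 nM human 12hLO, pH 7.0 Hepes buffer, after 15 min compound preincubation.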
TrxR1 inh – qHTS Assay for Inhibitors of Mammalian Selenoprotein Thioredoxin Reductase 1 (TrxR1): qHTS | Potency, µM (titrated, usually from 114 µM), for the others: at the highest dose activity change, negative = inhibition, most hits filed as inhibitors | Thioredoxin reductase 1, cytoplasmic (Rattus norvegicus), O89049 | recombinant rTrxR1, NADPH fluorescence consumption, selenite substrate | actives 1% (n = 390,000); also: % is scaled to controls: 0 for no effect and ±100 for the full control effect; nearly all actives have a fitted effect of over 65% in size
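Rat TrxR1 (90 nM in the dispensed reagent) was pre-reduced with 400 uM NADPH for 5 min at room temperature, then incubated with compound for 15 min. After 400 uM selenite was added, NADPH fluorescence (Ex 340/Em 450 nm) was followed for 8 min.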
Pin1 inh – qHTS Assay to Find Inhibitors of Pin1. Peptidyl-prolyl cis-trans isomerase NIMA-interacting 1 (Homo sapiens), Q13526. Pin1 FP peptide displacement, HiFluor488, 10 min. Potency, µM (highest dose often 115 µM), without a hit: at the top dose activity, negative = inhibition, most hits filed as inhibitors. actives 0.009% (n = 390,000). AID 504891, 2011; active = well fitted inhibition curve with a large enough effect in the polarisation, with a control signal flat, not every such curve was filed as active; inconclusive = small, poorly fitted or top-dose-only effect, or effect the other way, or a change in a side signal; inactive = no such curve, though single readings can be large or run the other way; the % refers to the polarisation; also: % is scaled to controls: 0 for no effect and ±100 for the full control effect
HP1b chromo inh – HTS for Inhibitors of HP1-beta Chromodomain Interactions with Methylated Histone Tails | Chromobox protein homolog 1 (Homo sapiens), P83916 | AID 540317, 2011 | Potency, µM (top dose mostly 114 µM), for the others: top-dose activity change, negative = inhibition, usual class: inhibitors | actives 0.56% (n = 390,000) | AlphaScreen HP1-beta / biotin-H3K9me3 peptide binding; also: nearly all actives have a fitted effect of over 70% in size; inactives centre near 23
Target sequence (P83916 whole entry, looked up): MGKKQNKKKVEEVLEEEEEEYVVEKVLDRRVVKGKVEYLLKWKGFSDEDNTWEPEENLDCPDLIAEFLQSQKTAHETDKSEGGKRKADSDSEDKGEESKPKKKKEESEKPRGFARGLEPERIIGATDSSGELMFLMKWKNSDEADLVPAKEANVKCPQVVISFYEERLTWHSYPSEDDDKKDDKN
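Compound inhibition of the preformed complex between 50 nM HP1-beta and 50 nM biotinylated H3K9me3 peptide was read by AlphaScreen. Buffer was PBS pH 7.4 with 0.01% Tween-20. Incubations ran 30 min at room temperature, with 10 ug/mL donor/acceptor beads.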
RGS4 inhibitor – Inhibitors of Regulator of G Protein Signaling (RGS) 4: qHTS. Potency, µM (series often up to 114 µM), without a hit: at the top dose activity change, negative = inhibition, hits mostly inhibitors. AID 504845, 2011. actives 0.039% (n = 390,000). Regulator of G-protein signaling 4 (Homo sapiens), P49798. Transcreener GDP fluorescence polarization, RGS4-accelerated GTP hydrolysis; also: % is scaled to controls: 0 for no effect and ±100 for the full control effect; nearly all actives have a fitted effect of over 75% in size; some results filed as inactive show a strong effect at the top dose
Target sequence (P49798 whole entry, looked up): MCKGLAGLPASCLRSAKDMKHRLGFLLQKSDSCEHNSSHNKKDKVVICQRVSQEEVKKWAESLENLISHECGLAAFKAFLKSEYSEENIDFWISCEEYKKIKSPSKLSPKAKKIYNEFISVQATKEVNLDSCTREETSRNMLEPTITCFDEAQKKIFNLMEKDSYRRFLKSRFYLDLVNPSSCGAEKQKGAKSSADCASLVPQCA
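MLSMR compounds (23 nl, pin-transferred) preincubated 10 min at room temperature with a 500nM (2x) first reagent, then RGS4 at 900nM (2x) plus Transcreener GDP mix added; fluorescence polarization (620/688 nm) read before and after 90 min at 30 °C.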
ERG Ets-DNA blk – qHTS for Small Molecule Inhibitors of the ERG Ets/DNA interaction. Transcriptional regulator ERG (Homo sapiens), P11308. fluorescence polarization, His-ERG Ets domain / labelled DNA. Potency, µM (highest dose often 76.9 µM), inactives show at the top dose FP activity, negative = inhibition, most hits filed as inhibitors. actives 0.028% (n = 370,000). AID 624246, 2012; active = well fitted inhibition curve with a large enough effect in the polarisation, with a control signal flat; inconclusive = small, poorly fitted or top-dose-only effect, or effect the other way, or a change in a side signal; inactive = no such curve, though single readings can be large or run the other way; the % refers to the polarisation;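 also: polarization taken with two DNA probes labelled with fluorescein and Texas red; % of control where 0% means no effect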
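His-tagged ERG Ets domain (1 uM in the protein solution; 300mM KCl, 50mM Tris-HCl, 1mM EDTA, 1mM DTT, pH 7.5) received compound, then a probe mix of 5 nM fluorescein-DNA and 100nM Texas-615-DNA. Fluorescence polarization was read for both dyes.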
PGK inhibitor – qHTS Assay to Find Inhibitors of Phosphoglycerate Kinase; Phosphoglycerate kinase, glycosomal (Trypanosoma brucei brucei), P07378; Potency, µM (titrated, usually from 57.5 µM), for inactives: top-dose activity change, negative = inhibition, usual class: inhibitors; AID 602233, 2012; PGK/GAPDH coupled, Kinase-Glo luminescence, 60 min; actives 0.043% (n = 380,000); also: % is scaled to controls: 0 for no effect and ±100 for the full control effect; nearly all actives have a fitted effect of over 60% in size
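Luminescent ATP detection (Kinase-Glo Plus) follows a 60-minute room-temperature incubation, with wells lacking PGK as controls. Buffer: 100 mM TEA (pH 7.6), 5 mM MgCl2, 0.01% Tween-20. Coupling enzyme GAPDH (100 nM final) supplies unstable 1,3-BPG in-well.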
JMJD2A Tudor inh – qHTS Assay for Inhibitors of JMJD2A-Tudor Domain | Lysine-specific demethylase 4A (Homo sapiens), O75164 | AlphaScreen JMJD2A-Tudor / H3K4me3 peptide binding | Potency, µM (highest dose often 114 µM), for inactives: at the top dose activity change, negative = inhibition, most hits filed as inhibitors | actives 4.4% (n = 390,000); also: % is scaled to controls: 0 for no effect and ±100 for the full control effect; nearly all actives have a fitted effect of over 50% in size
GLS inh – qHTS for Inhibitors of Glutaminase (GLS) | GLS enzymatic activity, qHTS titration | Potency, µM (series often up to 45.5 µM), for the others: at the highest dose activity change, negative = inhibition, usual class: inhibitors | Glutaminase kidney isoform, mitochondrial (Homo sapiens), O94925 | actives 0.21% (n = 410,000); also: % is scaled to controls: 0 for no effect and ±100 for the full control effect
Target sequence (O94925 whole entry, looked up, canonical isoform): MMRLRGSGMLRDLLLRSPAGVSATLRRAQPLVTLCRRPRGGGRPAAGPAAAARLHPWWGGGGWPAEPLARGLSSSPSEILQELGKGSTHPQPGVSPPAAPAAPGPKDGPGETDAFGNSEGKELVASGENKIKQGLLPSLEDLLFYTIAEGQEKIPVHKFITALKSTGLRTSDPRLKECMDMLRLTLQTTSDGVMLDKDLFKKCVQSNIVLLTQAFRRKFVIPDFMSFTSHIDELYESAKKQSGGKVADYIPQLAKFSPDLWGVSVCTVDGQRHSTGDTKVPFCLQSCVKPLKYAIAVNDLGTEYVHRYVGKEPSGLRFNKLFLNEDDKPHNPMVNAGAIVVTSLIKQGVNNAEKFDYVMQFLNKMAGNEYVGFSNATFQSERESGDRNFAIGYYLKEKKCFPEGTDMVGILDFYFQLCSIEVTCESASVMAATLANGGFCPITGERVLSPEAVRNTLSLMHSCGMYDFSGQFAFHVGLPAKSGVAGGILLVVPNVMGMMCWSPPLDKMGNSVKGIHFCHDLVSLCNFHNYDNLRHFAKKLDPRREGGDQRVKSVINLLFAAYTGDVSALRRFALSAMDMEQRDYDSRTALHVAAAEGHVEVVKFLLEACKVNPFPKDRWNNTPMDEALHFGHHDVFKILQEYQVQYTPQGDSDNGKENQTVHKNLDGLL
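hKGA; 45 mM KH2PO4 pH 8.2 + 0.02% Tween-20; cpd via pin tool; 1 mM Gln soln; GluOx/HRP/Amplex Red; RT 30 min; fluor. t0 & final.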
* hit, by the source's call; i = inactive; ? = inconclusive; / = not tested or not shown; [ ] = remark or other dose. Unless noted, calls follow the shape of the dose curve; as a rule, active = well fitted curve in the direction sought with a large enough effect; inconclusive = small, poorly fitted or top-dose-only effect, or another doubt; inactive = no such curve, though single readings can be large; an effect the other way counts as inactive or inconclusive. Potency is read from the fitted curve at half-maximal effect. Only part of the results is shown; rates above refer to the full screens.

Fields – 12-LOX inh	TrxR1 inh	Pin1 inh	HP1b chromo inh	RGS4 inhibitor	ERG Ets-DNA blk	PGK inhibitor	JMJD2A Tudor inh	GLS inh
1) CCCCn1c(Oc2cccc(C(=O)OC)c2)nc2c1c(=O)n(C)c(=O)n2C
    4%	0%[57.1 µM]	-1%	39%[activator]	19%	7%	-2%	-15%	2%
2) CC(=O)c1cccc(NC(=O)N2CCCC2C(=O)NCCc2ccccc2)c1 (stereo unspecified)
    2%	3%	3%	29%	6%	-5%	-5%	8%	-5%
3) Cc1ccc(-c2nc3c(c(SCc4ccc(Br)cc4)n2)Cc2c(CO)cnc(C)c2O3)cc1
    4%	14%	4%	20%	13%	0%	-5%	-13%	9%
4) COc1ccc(CN2CC(C(N)=O)Oc3ccccc32)cc1F (stereo unspecified)
    -8%	21%[57.1 µM]	-8%	-1%	-32%	1%	-3%	-21%	-8%
5) COC(=O)CCC(=O)OC1(C)C(=O)C2=COC(c3ccc(OC)cc3)=CC2=C(Br)C1=O (stereo unspecified)
    /	14µM*	?	?	-43%	30%	16µM*	32µM*	?
6) CCN(C(=O)Cn1cc(C(F)(F)F)ccc1=O)c1c(N)n(Cc2ccccc2)c(=O)[nH]c1=O
    9%	7%[57.1 µM]	7%	16%	20%	15%	-3%	-7%	3%
7) O=C(Cc1ccccc1[N+](=O)[O-])Nc1ccc2c(c1)OCO2
    0%	11%	-8%	39%	15%	-11%	-6%	-7%	-10%
8) COc1ccc(Nc2nc(N)c(C(=O)c3ccc(F)cc3)s2)cc1
    ?	23%	-3%	-4%	2%	-7%	-7%	?	3%
9) CCc1cccc2c(C(=O)COC(=O)c3ccc(O)cc3)c[nH]c12
    0%	21%	6%	26%	-8%	8%	-2%	0%	3%
10) OC1CCCCC1
    -2%	17%	-1%	33%	1%	12%	-1%	1%	-5%

Grouped by structure, the entries above containing sulfur (2)
Fields – 12-LOX inh	TrxR1 inh	Pin1 inh	HP1b chromo inh	RGS4 inhibitor	ERG Ets-DNA blk	PGK inhibitor	JMJD2A Tudor inh	GLS inh
3) Cc1ccc(-c2nc3c(c(SCc4ccc(Br)cc4)n2)Cc2c(CO)cnc(C)c2O3)cc1
    4%	14%	4%	20%	13%	0%	-5%	-13%	9%
8) COc1ccc(Nc2nc(N)c(C(=O)c3ccc(F)cc3)s2)cc1
    ?	23%	-3%	-4%	2%	-7%	-7%	?	3%

The results go on.
Fields – 12-LOX inh	TrxR1 inh	Pin1 inh	HP1b chromo inh	RGS4 inhibitor	ERG Ets-DNA blk	PGK inhibitor	JMJD2A Tudor inh	GLS inh
11) Cc1occc1C(=O)N1CCCC(Nc2ccc(F)cc2)C1 (stereo unspecified)
    -7%	13%	-15%	17%	8%	0%	-8%	-10%	9%
12) Cc1c(CCC(=O)O)c(=O)oc2cc3oc4c(c3cc12)CCCC4
    9%	20%	11%	8%	-7%	6%	-7%	-12%	0%
13) COc1ccc(S(=O)(=O)N(CC(=O)NCC2CCCO2)Cc2ccccc2)cc1C (stereo unspecified)
    0%	11%	-3%	10%	3%	-3%	-2%	-2%	-3%
14) CCn1c(SCC(=O)N/N=C/c2ccccc2OCC(=O)O)nnc1-c1ccc(OC)cc1
    -57%	8%	-7%	-7%	7%	11%	-1%	-18%	1%
15) CCOC(=O)C1CCCN(S(=O)(=O)Cc2ccccc2)C1 (stereo unspecified)
    9%	-5%	-5%	-9%	8%	/	i	-7%	7%
16) CCc1nnc(NC(=O)/C=C/c2ccc(C)o2)s1
    -11%	?	?	8%	-7%	/	-3%	-22%	-9%
17) CC(=O)Oc1ccc2c(c1)OC(c1ccccc1)CC21CC(C)(C)NC(=O)N1 (stereo unspecified)
    -19%	-11%	-2%	22%	-11%	0%	i	-5%	2%
18) CC1CCN(C(=O)CNS(=O)(=O)c2ccc(Br)s2)CC1
    24%	17%[57.1 µM]	?	13%	17%	5%	-8%	-4%	1%
19) Cc1ccc(C)c(Cn2cnc3c(nnn3-c3ccc(F)cc3)c2=O)c1
    -4%	9%	-4%	30%[activator]	20%	0%	-1%	-3%	3%
20) Cc1coc2cc3oc(=O)c(CC(=O)N4C[C@H]5C[C@@H](C4)c4cccc(=O)n4C5)c(C)c3cc12
    19%	8%	2%	35%	-5%	-10%	-5%	-11%	-6%

Complete entries from above:
CC(=O)Oc1ccc2c(c1)OC(c1ccccc1)CC21CC(C)(C)NC(=O)N1 (stereo unspecified) reads 12-LOX inh: -19%; TrxR1 inh: -11%; Pin1 inh: -2%; HP1b chromo inh: 22%; RGS4 inhibitor: -11%; ERG Ets-DNA blk: 0%; PGK inhibitor: i; JMJD2A Tudor inh: -5%; GLS inh: 2%
COc1ccc(S(=O)(=O)N(CC(=O)NCC2CCCO2)Cc2ccccc2)cc1C (stereo unspecified) reads 12-LOX inh: 0%; TrxR1 inh: 11%; Pin1 inh: -3%; HP1b chromo inh: 10%; RGS4 inhibitor: 3%; ERG Ets-DNA blk: -3%; PGK inhibitor: -2%; JMJD2A Tudor inh: -2%; GLS inh: -3%

More structures:
Fields – 12-LOX inh	TrxR1 inh	Pin1 inh	HP1b chromo inh	RGS4 inhibitor	ERG Ets-DNA blk	PGK inhibitor	JMJD2A Tudor inh	GLS inh
21) CCOc1ccc(S(=O)(=O)NCCC(=O)NCC(c2ccco2)N2CCCCC2)cc1 (stereo unspecified)
    -4%	18%	1%	21%	-8%	-1%	i	-14%	2%
22) O=C(CN1C(=O)c2ccc([N+](=O)[O-])cc2C1=O)Nc1cc(S(=O)(=O)N2CCOCC2)ccc1Cl
    -16%	18%	-1%	65%[activator]	-21%	2%	-7%	-9%	0%
23) Cc1cccc(NC(=S)NC2CCCCC2)n1
    40µM*	4%[57.1 µM]	3%	19%	-36%	1%	-7%	-13%	-12%
24) Cc1cc(C(=O)NCC(c2ccco2)N2CCCC2)c2ccccc2n1 (stereo unspecified)
    4%	3%	-3%	49%[activator]	2%	2%	7%	-3%	-2%
25) CCOC(=O)c1c(C)[nH]c(C(=O)COC(=O)c2oc3ccccc3c2C)c1C
    0%	5%	1%	12%	11%	-1%	-3%	-18%	-4%
26) Cc1ccc(S(=O)(=O)C2(C(=O)NCc3ccc4c(c3)OCO4)CC2)cc1
    36%[activator]	-16%	1%	26%	6%	-10%	-4%	-14%	0%
27) OCCN(Cc1cccnc1)Cc1ccccn1
    2%	1%[11.4 µM]	-15%	43%[activator]	-18%	-12%	i	50µM*	5%
28) CN(CC(=O)Nc1ccc([N+](=O)[O-])cc1Br)Cc1c(F)cccc1Cl
    -13%	9%	-5%	-17%	-41%[56.9 µM]	5%	i	?	-10%
29) CCOc1ccc(-n2cc(C(=O)N3CCN(C)CC3)c3cc(OC)c(OC)cc3c2=O)cc1
    -1%	?	-1%	11%	-14%	-8%	-5%	-25%	-9%
30) Cc1ccccc1-c1noc(-c2ccc(Cl)cc2)n1
    -17%	20%[57.1 µM]	2%	24%	-8%	-1%	4%	7%	-2%
31) O=C(Nc1cccc([N+](=O)[O-])c1)c1ccc(-c2ccccc2)cc1
    -16%	9%[57.1 µM]	-3%	4%	-37%	8%	-9%	-16%	-7%
32) Cc1cc2nc(C3CCN(CC4COc5ccccc5O4)CC3)[nH]c2cc1C (stereo unspecified)
    ?	11%	?	14%	-6%	-8%	1%	?	2%
33) S=C(NCCCn1ccnc1)NC1CCCCC1
    19%	-1%	3%	33%	-8%	-8%	-5%	-4%	-6%
34) S=C(NCc1ccccc1)C(=S)NCc1ccccc1
    -7%	-2%[57.1 µM]	-7%	?	-22%	-5%	-9%	35µM*	1%
35) COc1ccc(C2CC(=O)c3cc(-c4nc(-c5ccc(Cl)cc5)cs4)c(=O)[nH]c3C2)cc1 (stereo unspecified)
    ?	-10%	?	49%[activator]	?	-1%	-6%	-3%	-6%
36) CS(=O)(=O)N1CCC(C(=O)O)CC1
    6%[57.4 µM]	13%[57.1 µM]	-6%	13%	9%	4%	/	-13%	-2%
37) CC(NC(=O)c1ccccc1)C(=O)Nc1ccccc1 (stereo unspecified)
    -4%	1%	-1%	26%	-7%	1%	-3%	-8%	-1%
38) O=C(O)Cc1sc(Nc2ccccc2Cl)nc1-c1ccccc1
    ?	5%	0%	11%	-8%	-3%	-8%	-19%	0%
39) CN1CCc2c(n(CC(O)CN3C(=O)c4ccccc4S3(=O)=O)c3ccccc23)C1=O (stereo unspecified)
    28%	5%[57.1 µM]	4%	16%	-53%	4%	-5%	-30%	8%
40) Cc1ccc(S(=O)(=O)NC(CC(C)C)C(=O)N2CCOCCOCCOCC2)cc1 (stereo unspecified)
    -9%	12%	2%	36%[activator]	-34%	-2%	2%	-2%	2%

Screens as filed in PubChem.
